# PGK inhibitor = qHTS Assay to Find Inhibitors of Phosphoglycerate Kinase; PGK/GAPDH coupled, Kinase-Glo luminescence, 60 min; Potency, µM (titrated, usually from 57.5 µM), inactives show at the highest dose activity change, negative = inhibition, usual class: inhibitors; 380,000 compounds, 0.043% hits; AID 602233, 2012; note: % is set by controls: 0 for no effect and ±100 for the full control effect; nearly all actives have a fitted effect of over 60% in size
#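 Luminescent ATP detection (Kinase-Glo Plus) follows a 60-minute room-temperature incubation, with wells lacking PGK as controls. Buffer: 100 mM TEA (pH 7.6), 5 mM MgCl2, 0.01% Tween-20. Coupling enzyme GAPDH (100 nM final) supplies unstable 1,3-BPG in-well.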
# BLM helicase inh = qHTS Assay for Inhibitors of Bloom's syndrome helicase (BLM); RecQ-like DNA helicase BLM (Homo sapiens), P54132; recombinant BLM DNA unwinding, fluorescence dequenching; Potency, µM (doses to about 56.1 µM), inactives show at the top dose activity change, negative = inhibition, hits mostly inhibitors; 350,000 compounds, 0.2% hits; AID 2528, 2010;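 note: plate controls were vehicle for no effect and no enzyme for full effect; nearly all actives have a fitted effect of over 35% in size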
# Target sequence (P54132 whole entry, looked up): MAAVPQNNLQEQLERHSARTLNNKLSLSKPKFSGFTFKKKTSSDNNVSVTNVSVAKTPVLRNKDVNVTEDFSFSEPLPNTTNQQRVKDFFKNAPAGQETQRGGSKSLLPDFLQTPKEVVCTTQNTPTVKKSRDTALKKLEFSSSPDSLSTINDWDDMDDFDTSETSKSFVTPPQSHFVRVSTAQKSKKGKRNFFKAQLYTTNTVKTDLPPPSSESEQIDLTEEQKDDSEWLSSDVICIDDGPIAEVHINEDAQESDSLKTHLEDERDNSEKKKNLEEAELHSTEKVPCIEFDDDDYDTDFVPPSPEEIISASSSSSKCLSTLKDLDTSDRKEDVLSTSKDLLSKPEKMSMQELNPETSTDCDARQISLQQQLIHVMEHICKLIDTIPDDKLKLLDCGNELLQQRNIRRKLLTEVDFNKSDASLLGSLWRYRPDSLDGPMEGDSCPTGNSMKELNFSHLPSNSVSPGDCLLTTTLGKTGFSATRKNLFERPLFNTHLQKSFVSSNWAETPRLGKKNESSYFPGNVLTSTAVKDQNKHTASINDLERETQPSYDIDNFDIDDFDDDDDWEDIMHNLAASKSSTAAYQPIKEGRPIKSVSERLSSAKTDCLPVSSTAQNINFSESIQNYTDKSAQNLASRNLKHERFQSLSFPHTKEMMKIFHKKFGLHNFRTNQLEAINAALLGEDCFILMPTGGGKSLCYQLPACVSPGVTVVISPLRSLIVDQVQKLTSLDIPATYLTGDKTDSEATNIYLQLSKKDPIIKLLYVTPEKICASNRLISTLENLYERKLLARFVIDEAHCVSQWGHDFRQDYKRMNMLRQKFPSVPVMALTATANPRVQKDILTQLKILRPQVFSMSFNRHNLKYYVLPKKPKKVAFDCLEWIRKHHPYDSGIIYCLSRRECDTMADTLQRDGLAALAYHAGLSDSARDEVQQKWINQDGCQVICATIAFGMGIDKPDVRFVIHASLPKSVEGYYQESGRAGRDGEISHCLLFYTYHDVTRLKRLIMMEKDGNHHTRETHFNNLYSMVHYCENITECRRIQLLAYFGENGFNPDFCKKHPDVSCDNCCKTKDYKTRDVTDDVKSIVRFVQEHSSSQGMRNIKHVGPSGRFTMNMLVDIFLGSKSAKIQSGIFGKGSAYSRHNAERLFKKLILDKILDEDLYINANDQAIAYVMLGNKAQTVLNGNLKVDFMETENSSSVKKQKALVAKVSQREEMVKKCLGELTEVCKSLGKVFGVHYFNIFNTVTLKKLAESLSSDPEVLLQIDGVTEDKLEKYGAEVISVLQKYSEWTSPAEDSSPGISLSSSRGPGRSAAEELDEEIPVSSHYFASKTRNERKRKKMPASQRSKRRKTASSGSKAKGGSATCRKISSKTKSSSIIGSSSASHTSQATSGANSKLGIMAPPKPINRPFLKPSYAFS
# BAZ2B block = qHTS Assay for Inhibitors of BAZ2B. AlphaScreen BAZ2B-H3K14Ac peptide displacement. Potency, µM (series often up to 114 µM), for the others: at the highest dose activity change, negative = inhibition, usual class: inhibitors. 360,000 compounds, 4.4% hits; note: % is set by controls: 0 for no effect and ±100 for the full control effect; nearly all actives have a fitted effect of over 60% in size
#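 In this displacement format the biotinylated H3(5-23) peptide acetylated at Lys14 serves as ligand at 50 nM, with BAZ2B at 50 nM in PBS pH 7.4 containing 0.01% Tween-20. Donor and acceptor beads are 10 ug/mL final.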
# HP1b chromo inh = HTS for Inhibitors of HP1-beta Chromodomain Interactions with Methylated Histone Tails | Chromobox protein homolog 1 (Homo sapiens), P83916 | AlphaScreen HP1-beta / biotin-H3K9me3 peptide binding | Potency, µM (series often up to 114 µM), without a hit: at the highest dose activity change, negative = inhibition, usual class: inhibitors | 390,000 compounds, 0.56% hits | AID 540317, 2011; note: nearly all actives have a fitted effect of over 70% in size; inactives centre near 23
#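 AlphaScreen: HP1-beta (50 nM) preformed 30 min with biotin-H3(1-18)K9me3 peptide (50 nM) in PBS pH 7.4, 0.01% Tween-20. Compound added for 30 min at RT, then streptavidin donor/nickel chelate acceptor beads (10 ug/mL) for 30 min.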
# G9a inh = qHTS Assay for Inhibitors of Histone Lysine Methyltransferase G9a | 350,000 compounds, 8.8% hits | Histone-lysine N-methyltransferase EHMT2 (Homo sapiens), Q96KQ7 | G9a H3K9 monomethylation, AlphaScreen, 2 h | Potency, µM (doses to about 102 µM), for the others: at the top dose activity, negative = inhibition, usual class: inhibitors | AID 504332, 2011; note: % is set by controls: 0 for no effect and ±100 for the full control effect; nearly all actives have a fitted effect of over 75% in size
#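 Enzyme 20 nM + cpd, 15 min RT; add b-H3K9 pep 500 nM / SAM 20 uM; 2 h RT; anti-H3K9me1 Ab 0.5 ug/mL + SA donor / anti-rabbit acceptor beads 20 ug/mL each, 10 min; AlphaScreen read.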
# Pin1 inh = qHTS Assay to Find Inhibitors of Pin1. Peptidyl-prolyl cis-trans isomerase NIMA-interacting 1 (Homo sapiens), Q13526. Pin1 FP peptide displacement, HiFluor488, 10 min. Potency, µM (doses to about 115 µM), for inactives: at the highest dose activity, negative = inhibition, actives largely listed as inhibitors. 390,000 compounds, 0.009% hits. AID 504891, 2011; active = well fitted inhibition curve with a large enough effect in the polarisation, with a control signal flat, not every such curve was filed as active; inconclusive = small, poorly fitted or top-dose-only effect, or effect the other way, or a change in a side signal; inactive = no such curve, though single readings can be large or run the other way; the % refers to the polarisation; note: % is set by controls: 0 for no effect and ±100 for the full control effect
# JMJD2A Tudor inh = qHTS Assay for Inhibitors of JMJD2A-Tudor Domain. AlphaScreen JMJD2A-Tudor / H3K4me3 peptide binding. Potency, µM (doses to about 114 µM), inactives show top-dose activity change, negative = inhibition, most hits filed as inhibitors. 390,000 compounds, 4.4% hits; note: % is set by controls: 0 for no effect and ±100 for the full control effect; nearly all actives have a fitted effect of over 50% in size
# POLI inh = qHTS for Inhibitors of Polymerase Iota; Potency, µM (titrated, usually from 115 µM), for the others: at the top dose activity, negative = inhibition, actives largely listed as inhibitors; DNA polymerase iota (Homo sapiens), Q9UNA4; 390,000 compounds, 1% hits; Pol iota fluorescent replication assay, 10 min
#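 Pol iota at 10 nM preincubated 15 min with compounds at room temperature; reaction started with fluorescent substrate, 50 nM final. Fluorescence read kinetically at 0 and 10 min; buffer-only wells as negative control.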
# GLS inhibitor = qHTS for Inhibitors of Glutaminase (GLS); 410,000 compounds, 0.21% hits; Potency, µM (series often up to 45.5 µM), for inactives: top-dose activity change, negative = inhibition, most hits filed as inhibitors; Glutaminase kidney isoform, mitochondrial (Homo sapiens), O94925; GLS enzymatic activity, qHTS titration; AID 624170, 2012; note: % is set by controls: 0 for no effect and ±100 for the full control effect
#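 Glutamate formation by hKGA was monitored fluorometrically using coupled glutamate oxidase, HRP and Amplex Red. Substrate was added as 1 mM L-glutamine solution; incubation was 30 min at RT after an initial read.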
# An asterisk follows results filed as active; i = inactive; ? = inconclusive; / = no result given; [ ] = another dose, or the depositor's remark. Unless noted, calls come from the whole dose curve; as a rule, active = well fitted curve in the direction sought with a large enough effect; inconclusive = small, poorly fitted or top-dose-only effect, or another doubt; inactive = no such curve, though single readings can be large; an effect the other way counts as inactive or inconclusive. Potency is the fitted concentration of half-maximal effect. These rows are one share of the data (hit frequency here may not be typical).
no.	compound	PGK inhibitor	BLM helicase inh	BAZ2B block	HP1b chromo inh	G9a inh
1	Cc1cccc(-c2noc(CN(C)S(=O)(=O)c3cc(Cl)ccc3Cl)n2)c1	i	-6%	45%[activator]	137%[activator]	72%[activator][59 µM]
2	C/C=C1\C(OC2OC(CO)C(O)C(O)C2O)OC=C(C(=O)OC)C1CC(=O)OCC1C(C)C(OC(=O)CC2C(C(=O)OC)=COC(OC3OC(CO)C(O)C(O)C3O)/C2=C\C)CC1C(CO)CO (stereo unspecified)	4%	-2%	-12%	22%	-10%[59 µM]
3	CCOC(=O)c1c(C)c(-c2ccccc2)n(CC(=O)N2CCN(C)CC2)c1C	-5%	-3%	-7%	10%	71µM*
4	CSc1cccc(NC(=S)NC(=O)c2cccnc2)c1	i	-6%	-26%	28%	?
5	CCOC(=O)N1CCN(C(=O)C2CCCN(c3ncnc4c3sc3cccc(F)c34)C2)CC1 (stereo unspecified)	-1%	/	/	31%	/
6	COc1cc(-c2cc3n(C)c(C)c(CCC(=O)O)c(=O)n3n2)cc(OC)c1OC	-8%	-1%	/	9%	-30%[59 µM]
7	CCOCCn1c(=O)c2c(nc3n2CC(C)CN3CCc2ccccc2)n(C)c1=O (stereo unspecified)	i	1%	-11%[57.1 µM]	12%	?
8	Cc1ccccc1C(=O)N/N=C/c1ccc([N+](=O)[O-])s1	-2%[11.5 µM]	-2%	-4%	52%[activator]	3%[12.7 µM]
9	CC(=O)c1c(C)[nH]c(C(=O)Nc2cccc3ccccc23)c1C	1%	1%	-6%	26%	-12%[59 µM]
10	CC1CCN(C(=O)COC(=O)CCC(=O)c2cccs2)CC1	-6%	/	-5%	16%	-39%
11	C#CCn1c(=NC(=O)c2ccccc2[N+](=O)[O-])sc2cc(S(C)(=O)=O)ccc21	4%	-3%	4%	12%	-1%[59 µM]
12	Cc1ccc(CNC(=O)CSc2nc3ccccc3c(=O)n2CCCO)cc1	-4%	3%	-1%	9%	7%[59 µM]

no.	Pin1 inh	JMJD2A Tudor inh	POLI inh	GLS inhibitor
1	15%	56%[activator]	-12%	-2%
2	-5%	-18%	79µM*	5%
3	2%	-29%	3%	12%
4	-15%	-14%	-2%	10%
5	-1%	-12%	32%[activator]	5%
6	6%	-19%	12%	2%
7	-8%	-19%	14%	-17%
8	1%	-17%	?	-4%
9	-2%	-12%	14%	5%
10	-1%	-11%	19%	0%
11	8%	-19%	22%	10%
12	3%	-6%	23%	2%

# Records listed so far marked active in POLI inh:
no.	compound	PGK inhibitor	BLM helicase inh	BAZ2B block	HP1b chromo inh	G9a inh
2	C/C=C1\C(OC2OC(CO)C(O)C(O)C2O)OC=C(C(=O)OC)C1CC(=O)OCC1C(C)C(OC(=O)CC2C(C(=O)OC)=COC(OC3OC(CO)C(O)C(O)C3O)/C2=C\C)CC1C(CO)CO (stereo unspecified)	4%	-2%	-12%	22%	-10%[59 µM]

no.	Pin1 inh	JMJD2A Tudor inh	POLI inh	GLS inhibitor
2	-5%	-18%	79µM*	5%

# Later entries
no.	compound	PGK inhibitor	BLM helicase inh	BAZ2B block	HP1b chromo inh	G9a inh
13	COc1ccccc1CNC(=S)NCCc1ccccc1	i	0%	-31%	16%	23%
14	COCCNC(=O)Cn1cnc([N+](=O)[O-])n1	1%	1%	-31%	55%[activator]	-8%[59 µM]
15	Cc1[nH]n2cnnc2c(=O)c1Br	-5%	-6%	?	25%	-7%[59 µM]
16	CCOc1ccc(/C=C2\CCC(C3CCCC3)C2=O)cc1 (stereo unspecified)	11%	-5%	3%	24%	-6%
17	CCOc1ccc(S(=O)(=O)Nc2cccc(OC)c2)cc1	5%	-3%	2%	13%	?
18	Nc1nonc1-n1nnc(C(=O)N/N=C/c2ccccc2F)c1-c1cccs1	-10%	-6%	-12%[57.1 µM]	10%[57 µM]	-3%
19	Cc1cc(NC(=O)CSCC(=O)Nc2ccccc2Oc2ccccc2)no1	2%	/	3%	13%	8%
20	Cn1c(=O)[nH]c(=O)c2c1nc(NC1CCCCC1)n2Cc1ccccc1	-10%	1%	?	28%	-32%
21	COc1ccccc1-c1nnc(SCC(=O)N2CCOCC2)o1	-7%	-11%	-2%	54%[activator]	-11%
22	Cc1ccc(/C=N/NC(=O)c2cccs2)cc1[N+](=O)[O-]	-1%	-4%	-22%[57.1 µM]	9%	20%
23	COc1ccc(OCC(=O)N(Cc2cccs2)C2CCS(=O)(=O)C2)cc1 (stereo unspecified)	-2%	-3%	-9%	17%	-9%
24	CC(C)OC(=O)c1nn2c(C(F)(F)F)cc(-c3ccc(Br)o3)nc2c1Br	-7%	-9%	-4%	10%	35µM*

no.	Pin1 inh	JMJD2A Tudor inh	POLI inh	GLS inhibitor
13	-5%	-12%	56%[activator]	-4%
14	4%	-1%	34%[activator]	-8%
15	1%	-25%	25%	0%
16	-4%	5%	31%[activator]	-8%
17	0%	-8%	9%	3%
18	1%	-6%	21%	0%
19	-8%	-23%	27%	8%
20	-3%	-18%	-5%	-9%
21	-4%	0%	-1%	-7%
22	3%	-19%	11%	6%
23	4%	-15%	-5%	3%
24	1%	-22%	-20%[58.9 µM]	4%

# (cont.)
no.	compound	PGK inhibitor	BLM helicase inh	BAZ2B block	HP1b chromo inh	G9a inh
25	CCCCCSc1nnc(C)c(=O)[nH]1	-1%	-4%	2%	19%	30%[12.7 µM]
26	CC(C)(C)OC(=O)N1CCC[C@H]1C(=O)NCC1CCC(C(=O)O)CC1 (stereo partly specified)	-9%	0%	19%	22%	15%
27	Cc1sc2ncn(CC(=O)NCCCN3CC(C)CC(C)C3)c(=O)c2c1S(=O)(=O)N1CC(C)CC(C)C1 (stereo unspecified)	-6%	1%	2%	-5%	9%
28	CCN(CC)CCNC(=S)Nc1ccc2nc(N3CCCC3)cc(C)c2c1	-3%	94%[activator]	/	34%	45µM*
29	Cc1ccc2nc(-c3ccc(NC(=O)CN(c4ccccc4C)S(C)(=O)=O)cc3)sc2c1	i	-5%	7%	15%	-12%[59 µM]
30	COCCCN=C1NN=C(c2cc(C)n(Cc3ccccc3Cl)c2C)CS1	-3%	-13%	40µM*	?	28µM*
31	CN1C(=O)C(O)(CC(=O)c2ccccn2)c2cc(Br)ccc21 (stereo unspecified)	14%	-1%	?	20%	?
32	CNC(=O)c1c(NC(=O)CS(=O)(=O)c2ccc(F)cc2)sc(C)c1C	-5%	/	4%	15%	-46%[2.33 µM]
33	O=C(c1cccs1)N1CCN(Cc2ccc3c(c2)OCO3)CC1	-14%	-1%	-7%	18%	56µM*
34	CC(C)N(Cc1ccccc1)S(=O)(=O)c1ccc(-c2cc(C(F)(F)F)on2)s1	-8%	-10%	36%	68%[activator]	39%[activator][59 µM]
35	O=C(Cc1ccc([N+](=O)[O-])cc1)Nc1cccc(C(=O)N2CCCCC2)c1	-7%	/	/	16%	/
36	C=CCN(CC=C)CCOc1ccccc1[N+](=O)[O-]	-4%	2%	40µM*	40µM*	18µM*

no.	Pin1 inh	JMJD2A Tudor inh	POLI inh	GLS inhibitor
25	-2%	-10%	0%	1%
26	-5%	-12%	11%	0%
27	4%	-15%	-1%	5%
28	-7%	-1%	?	23%
29	21%	-14%	9%	-2%
30	9%	?	2%	3%
31	-2%	-8%	37%[activator]	2%
32	-5%	-3%	4%	11%
33	-4%	-8%	-6%	10%
34	3%	33%	15%	0%
35	-1%	-29%	-1%	0%
36	-3%	1µM*	7%	6%

# Pulled by structure from above:
no.	compound	PGK inhibitor	BLM helicase inh	BAZ2B block	HP1b chromo inh	G9a inh
30	COCCCN=C1NN=C(c2cc(C)n(Cc3ccccc3Cl)c2C)CS1	-3%	-13%	40µM*	?	28µM*
32	CNC(=O)c1c(NC(=O)CS(=O)(=O)c2ccc(F)cc2)sc(C)c1C	-5%	/	4%	15%	-46%[2.33 µM]
25	CCCCCSc1nnc(C)c(=O)[nH]1	-1%	-4%	2%	19%	30%[12.7 µM]
29	Cc1ccc2nc(-c3ccc(NC(=O)CN(c4ccccc4C)S(C)(=O)=O)cc3)sc2c1	i	-5%	7%	15%	-12%[59 µM]
28	CCN(CC)CCNC(=S)Nc1ccc2nc(N3CCCC3)cc(C)c2c1	-3%	94%[activator]	/	34%	45µM*

no.	Pin1 inh	JMJD2A Tudor inh	POLI inh	GLS inhibitor
30	9%	?	2%	3%
32	-5%	-3%	4%	11%
25	-2%	-10%	0%	1%
29	21%	-14%	9%	-2%
28	-7%	-1%	?	23%

# (further entries)
no.	compound	PGK inhibitor	BLM helicase inh	BAZ2B block	HP1b chromo inh	G9a inh
37	CCCOc1ccc(N2C(=O)CC(N(Cc3ccco3)C(=O)CC)C2=O)cc1 (stereo unspecified)	-10%	-2%	-25%	34%	/
38	CCOC(=O)C1=C(C)N(c2nonc2NC(C)=O)C(N)=C(C#N)C1c1ccccc1F (stereo unspecified)	-3%	-6%	-23%	11%	-30%
39	COc1ccc(-c2ccc(-c3noc(-c4ccccc4C)n3)c(OC)n2)cc1	2%	-3%	0%	80%[activator]	-1%[12.7 µM]
40	CC(C)CC(/C(O)=C(\C#N)c1nc2ccccc2[nH]1)N1C(=O)c2ccccc2C1=O (stereo unspecified)	6%	-11%	-7%	25%	-6%[12.7 µM]

no.	Pin1 inh	JMJD2A Tudor inh	POLI inh	GLS inhibitor
37	2%	-12%	4%	-23%
38	-3%	-29%	2%	-1%
39	24%	34%	7%	5%
40	14%	-30%	4%	5%
